# Compound activity as filed in PubChem.
# ssDAF-12 act – S. stercoralis DAF-12 nuclear receptor activators, primary screen, cell-based, luminescence, HEK293, GRIP1 co-expression, lit1-tk-luc; Nuclear hormone receptor DAF-12 (Strongyloides stercoralis); HEK293 ssDAF-12/GRIP1 lit1-tk-luc reporter; % of 3 µM dafachronic acid response; activation, % at 6.8 µM; 370,000 tested, 1% active;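 active = activation above the mean over all tested compounds plus 3 SD, cut at about 0.9% in these data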;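 note: 0% = DMSO-only wells and 100% = 3 µM delta7-dafachronic acid wells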
# NPR1 activator – GC-A stimulated cGMP production enhancers – HEK293 GC-A cells, cGMP TR-FRET, EC30 ANP, primary screen; AID 1671463, 2021; activation, % at 10 µM; 0% at EC30 ANP, 100% saturating ANP; 370,000 tested, 0.14% active; Atrial natriuretic peptide receptor 1 (Homo sapiens), P16066; in the data active = activation above about 40%
# Target sequence (P16066 whole entry, looked up): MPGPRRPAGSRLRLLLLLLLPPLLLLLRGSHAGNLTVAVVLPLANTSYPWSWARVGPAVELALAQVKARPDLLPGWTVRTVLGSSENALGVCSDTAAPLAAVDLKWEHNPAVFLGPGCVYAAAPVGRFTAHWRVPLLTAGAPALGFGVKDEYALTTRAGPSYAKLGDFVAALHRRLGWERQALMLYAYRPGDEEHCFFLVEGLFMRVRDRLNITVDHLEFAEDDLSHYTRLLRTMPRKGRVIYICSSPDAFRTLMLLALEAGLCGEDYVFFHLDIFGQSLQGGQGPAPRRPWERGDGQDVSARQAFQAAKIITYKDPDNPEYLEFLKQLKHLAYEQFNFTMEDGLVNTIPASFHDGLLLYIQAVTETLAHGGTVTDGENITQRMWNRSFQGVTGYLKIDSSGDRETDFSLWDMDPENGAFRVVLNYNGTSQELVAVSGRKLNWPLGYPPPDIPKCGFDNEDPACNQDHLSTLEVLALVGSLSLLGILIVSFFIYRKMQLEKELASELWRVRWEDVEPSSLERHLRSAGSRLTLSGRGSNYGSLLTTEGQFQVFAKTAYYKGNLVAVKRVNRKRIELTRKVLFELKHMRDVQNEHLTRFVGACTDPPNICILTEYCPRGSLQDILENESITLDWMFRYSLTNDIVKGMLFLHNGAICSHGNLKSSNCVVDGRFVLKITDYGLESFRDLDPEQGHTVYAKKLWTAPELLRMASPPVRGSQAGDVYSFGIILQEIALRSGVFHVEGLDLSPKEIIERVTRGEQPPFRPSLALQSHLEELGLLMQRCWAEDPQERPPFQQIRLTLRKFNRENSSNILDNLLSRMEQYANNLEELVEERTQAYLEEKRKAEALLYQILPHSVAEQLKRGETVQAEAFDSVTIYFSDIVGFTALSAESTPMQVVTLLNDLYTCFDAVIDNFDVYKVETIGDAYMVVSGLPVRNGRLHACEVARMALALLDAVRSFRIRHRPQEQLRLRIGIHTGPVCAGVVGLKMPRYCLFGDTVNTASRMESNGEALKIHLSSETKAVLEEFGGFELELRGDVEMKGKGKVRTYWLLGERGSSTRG
# hcDAF-12 act – H. contortus DAF-12 nuclear receptor activators, primary screen, cell-based, luminescence, HEK293, lit1-tk-luc reporter | HEK293 hcDAF-12 lit1-tk-luc reporter; 0% DMSO, 100% Δ7-dafachronic acid | activation, % at 6.8 µM | 370,000 tested, 1.4% active;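 active = activation above the mean of all tested compounds plus 3 SD, cut at about 5.5% in these data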;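 note: 100% = response to 3 µM Δ7-dafachronic acid high control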
# SMARCA2 activ – SMARCA2 (BRM) function activators, primary screen, cell-based, luminescence, high throughput. MG213 cells, MMTV-luciferase reporter, dexamethasone, overnight. activation, % at 9.1 µM. 370,000 tested, 1% active. AID 652017, 2013; in the data active = activation above about 7.8%;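 note: 0% = vehicle wells and 100% = reference activator wells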
# DAX1 inh-1 – DAX1 (NR0B1) inhibitors on StAR promoter, primary screen, cell-based, luminescence, SF-1 (NR5A1), full-length DAX-1; HEK293T StAR-luciferase reporter, SF-1/DAX-1 repression relief; inhibition, % at 6.8 µM; 370,000 tested, 1.1% active; AID 652010, 2013;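 active = inhibition above the mean over all tested compounds plus 3 SD, cut at about 3.6% in these data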;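 note: 0% = DAX-1 cells with DMSO and 100% = cells lacking DAX-1 with DMSO; higher inhibition means more luminescence from relief of DAX-1 repression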
# hgDAF-12 ag – H. glycines DAF-12 receptor agonists, primary screen, cell-based, luminescence, HEK293, GAL4 fusion, UAS-luciferase; 370,000 tested, 1.8% active; HEK293 GAL4-hgDAF12 UAS-luciferase reporter, agonist luminescence; normalized to butyrate control; Nuclear hormone receptor DAF-12 (Heterodera glycines), GAL4 fusion; activation, % at 6.8 µM; AID 687014, 2013;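 active = activation above a cutoff set at the mean of all screened compounds plus 3 SD, cut at about 10% in these data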;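 note: 0% = DMSO wells and 100% = sodium butyrate wells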
# HGIII-sPLA2 inh – human group III sPLA2 inhibitors, primary screen, biochemical, QFRET, BODIPY PC-A2 liposome substrate; Group 3 secretory phospholipase A2 (Homo sapiens), Q9NZ20; QFRET BODIPY PC-A2 liposome hydrolysis, fluorescence; inhibition, % at 12.2 µM; 370,000 tested, 0.56% active; AID 743126, 2013;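 active = inhibition above mean plus 3 SD of compounds lying within the high and low control bounds, cut at about 19% in these data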;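 note: 0% = median of test compound wells and 100% = no enzyme DMSO wells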
# GAA850 FXN act – FXN promoter activators, primary screen, cell-based, luciferase luminescence, HEK293 lucGAA850; AID 540364, 2011; HEK293 lucGAA850 FXN promoter luciferase reporter, 24 h; percent of 10 µM SAHA response; 360,000 tested, 0.56% active; activation, % at 6 µM;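 active = activation above the average of all compounds screened plus 3 SD, cutoff fixed separately per campaign, cut at about 7.5% in these data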;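 note: 0% = DMSO wells and 100% = 10 µM SAHA wells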
# DAX1 inh-2 – DAX1 (NR0B1) inhibitors, primary screen, cell-based, HEK293, Gal4-DAX1, luciferase luminescence; Nuclear receptor subfamily 0 group B member 1 (Homo sapiens), P51843; HEK293 Gal4-DAX1 luciferase reporter; inhibition, % at 6.75 µM; 340,000 tested, 0.99% active; AID 504766, 2011;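 active = inhibition above the mean over all tested compounds plus 3 SD, cut at about 4.2% in these data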;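 note: 0% = DAX1-transfected cells with DMSO and 100% = empty-vector control cells with DMSO; inhibition shows as a rise in luminescence from relieved DAX1 repression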
# NPR2 activator – human GC-B receptor activators, primary screen, HEK293 GC-B cells, cGMP TR-FRET, EC30 CNP | Atrial natriuretic peptide receptor 2 (Homo sapiens), P20594 | 0% at EC30 CNP, 100% saturating CNP | activation, % at 10 µM | 370,000 tested, 0.11% active | AID 1920062, 2024;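 active = activation at 10 µM reaching about 35% in either raw or pattern-adjusted values, limit read from the data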
# ADAM10 inh – human ADAM10 inhibitors, primary screen, biochemical, QFRET, HTS. Disintegrin and metalloproteinase domain-containing protein 10 (Homo sapiens), O14672. recombinant ADAM10, EDANS/DABCYL FRET peptide cleavage, 3 h. 370,000 tested, 0.62% active. AID 720582, 2013. inhibition, % at 7 µM;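 active = inhibition above a per-campaign cutoff equal to the mean of compounds falling between control-based bounds plus 3 SD, cut at about 20% in these data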;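 note: 0% = DMSO wells while the 100% control is not disclosed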
# Active calls of the source: *; i = inactive; nt = no result given.
SMILES,ssDAF-12 act,NPR1 activator,hcDAF-12 act,SMARCA2 activ,DAX1 inh-1,hgDAF-12 ag,HGIII-sPLA2 inh,GAA850 FXN act,DAX1 inh-2,NPR2 activator,ADAM10 inh
O=C(NCc1ccccc1)C(Cc1ccccc1)NS(=O)(=O)c1cccc2nsnc12 (configuration not stated),-1.6,1,-1.6,-1,0.3,2.0,2,0.1,-0.6,4,1
COc1cc(/C=N/NS(=O)(=O)c2ccccc2)ccc1OS(=O)(=O)c1ccc(C)cc1,-1.5,5,-2.3,-2,-0.5,-2.8,-3,2.2,0.6,3,-3
COc1ccc(C2CC(c3ccc([N+](=O)[O-])cc3)=NN2C(C)=O)cc1 (configuration not stated),-0.8,2,-0.3,0,0.2,2.6,-1,3.3,-1.1,2,3
CCSc1ccccc1C(=O)NCc1ccco1,-1.3,4,0.2,-2,0.2,0.0,0,-0.6,0.3,2,-6
Cc1c(Cl)c(C(=O)N2CCCc3ccccc32)nn1C,-0.4,1,2.0,-1,-0.8,0.4,1,-0.6,3.0,-1,-8
CN(CC(=O)Nc1ccc(N2CCOCC2)cc1)C(=O)CCc1cc(C(C)(C)C)c(O)c(C(C)(C)C)c1,-0.2,7,-0.9,-2,-0.1,1.1,1,0.4,0.7,-9,1
COc1cc(/C=N/NC(=O)C(=O)NCC2CCCO2)ccc1OCC(=O)N1CCOCC1 (configuration not stated),-0.9,-2,-0.9,0,-0.1,2.9,0,4.2,2.3,2,4
OC(c1ccccc1)c1ncc(-c2ccccc2Cl)[nH]1 (configuration not stated),-0.6,1,3.6,7.9*,2.4,7.7,-3,3.4,nt,-6,-7
COc1ccc(N(CC(=O)NCc2ccc3c(c2)OCO3)C(=O)c2csnn2)cc1,-0.6,-3,0.9,1,-0.2,6.4,-3,1.7,-0.2,0,1
COc1cccc(CN2CCNC(=O)C2CC(=O)NCCN2CCOCC2)c1OC (configuration not stated),-1.0,2,-1.2,-4,-0.6,0.8,2,-0.4,0.6,1,-9
Cc1cc(NC(=O)c2cccc(S(=O)(=O)N3CCCCCC3)c2)no1,-1.5,-2,-1.6,-4,-1.4,-0.9,-7,1.9,0.5,2,3
CC(=O)c1c(C)[nH]c(C(=O)N2CCc3ccccc3C2)c1C,-1.1,1,1.4,-2,-0.2,-1.4,5,-0.8,-0.5,1,-3
O=C(Nc1ccc2c(c1)oc1ccccc12)c1ccc2c(c1)OCO2,-1.2,0,-0.3,8.9*,0.6,2.6,0,2.8,-0.5,-10,-1
COc1ccc(N2CC(C(=O)Nc3nnc(SCC(=O)NC4CCCC4)s3)CC2=O)cc1 (configuration not stated),-0.7,-2,0.2,-2,0.8,-2.8,8,1.8,-0.4,3,-7
Cc1nc2c(cc1C#N)C(=O)c1ccccc1-2,-1.3,2,-0.7,3,0.9,-0.5,-3,3.1,0.4,-2,-2
COc1cc(/C=N/NC(=O)C(=O)Nc2ccccn2)ccc1O,-0.8,-5,-2.1,-4,-0.2,0.8,15,-0.5,-0.1,-2,-6
COc1ccc(Nc2ncnc3sccc23)cc1OC,-1.2,3,-1.0,7,-0.2,-0.7,2,0.7,0.2,1,6
CCN(CC)CC(=O)Nn1c(C)nc2c(ncn2-c2ccccc2)c1=O,-0.9,3,-1.0,-2,0.3,-0.4,-2,0.0,1.4,1,-1
COc1ccc(C(=O)CSc2nnc(CNC(=O)c3ccc(OC)cc3)n2C)cc1,-1.4,-3,-0.7,5,-1.0,-0.6,-14,-0.2,0.3,-3,10
CCn1c(Oc2ccc(F)cc2)nc2c1c(=O)n(C)c(=O)n2C,-1.8,0,-1.1,-3,1.3,7.7,-2,-2.8,-0.2,-2,11
O=C(CN(Cc1cccs1)S(=O)(=O)c1ccc(S(=O)(=O)NC2CCCCC2)cc1)Nc1ccccc1,-1.8,0,-3.4,-4,-0.8,-4.2,-19,-1.2,-0.4,-2,36*
O=C(Nc1ccccc1F)c1coc(=O)c(Br)c1,-0.5,26,-1.8,1,0.4,4.3,-6,2.1,1.6,0,i
O=C(NC(NC(=O)c1ccccc1)c1ccccc1)c1ccccc1,-1.2,-4,-0.7,0,0.1,-4.6,1,1.9,-0.3,5,-7
COc1cc(-c2nnc3sc(-c4cccs4)nn23)cc(OC)c1OC,-1.4,22,-2.3,4,-0.8,-1.6,8,1.9,0.2,31,5
O=C(O)c1ccccc1C(=O)Nc1ccc(-n2nccc2C(F)(F)F)cc1,-1.1,3,0.3,-5,0.1,1.2,6,2.0,2.0,-1,2
Cc1cc(C2=NNC(=NC3CC3)SC2)c(C)n1-c1ccccc1,-3.9,-2,-7.2,-7,-3.4,-19,10,-17,-5.3,0,-5
COc1ccc(/C=N/N2CCN(C)CC2)cc1O,-1.3,-1,-1.6,-1,-0.5,3.0,3,-0.8,0.2,-1,-7
N#C/C(=C\c1ccccc1)C(=O)OCC(=O)N1CCCC1,-1.4,0,-1.5,-3,-0.5,-1.9,-2,1.1,-1.5,0,-10
COc1ccccc1CNC(=O)COC(=O)Cc1ccsc1,-0.6,2,-1.2,-2,0.0,-0.6,10,2.2,0.6,-2,-6
N=c1n(CC(=O)c2ccc([N+](=O)[O-])cc2)c2ccccc2n1Cc1ccc(Cl)cc1,-0.9,-6,2.7,-6,-0.5,0.3,7,2.1,0.2,0,-2
O=C(NC1CC1)C1=C[C@@H](c2coc3ccccc3c2=O)C[C@@H](OCCCCO)O1,-1.3,2,-2.0,0,1.1,-0.2,-4,1.8,1.2,1,-4
O=C(O)Cc1sc(Nc2ccc(Cl)cc2)nc1-c1cccs1,0.1,-12,5.8*,3,1.6,8.6,13,nt,nt,-5,1
Cc1ccc(C)c(N2CCN(C(=O)Nc3ccc4c(c3)N(C)C(=O)CS4)CC2)c1,-2.7,1,-6.3,-3,-2.4,-8.0,7,-2.9,-4.0,-1,6
O=C1OC(c2ccccc2)=N/C1=C\C=C\c1ccccc1[N+](=O)[O-],0.3,9,-0.3,0,0.2,1.1,-4,2.3,-0.3,3,5
Cc1ccc(C)c(N2CCN(C(=O)Cn3c(=O)[nH]c4ccsc4c3=O)CC2)c1,-0.8,-2,-1.4,2,-0.3,-0.8,2,1.6,-0.1,3,4
O=C(Nc1cccc(F)c1)C1CC(=O)N(c2ccc(Cl)cc2)C1 (configuration not stated),-1.3,-1,-0.4,-3,0.7,0.2,-10,1.0,0.6,-2,10

# Only ssDAF-12 act (2 entries from above):
SMILES,ssDAF-12 act
O=C(NC1CC1)C1=C[C@@H](c2coc3ccccc3c2=O)C[C@@H](OCCCCO)O1,-1.3
O=C(O)Cc1sc(Nc2ccc(Cl)cc2)nc1-c1cccs1,0.1

# The listing picks up, starting three compounds before the break.
SMILES,ssDAF-12 act,NPR1 activator,hcDAF-12 act,SMARCA2 activ,DAX1 inh-1,hgDAF-12 ag,HGIII-sPLA2 inh,GAA850 FXN act,DAX1 inh-2,NPR2 activator,ADAM10 inh
O=C1OC(c2ccccc2)=N/C1=C\C=C\c1ccccc1[N+](=O)[O-],0.3,9,-0.3,0,0.2,1.1,-4,2.3,-0.3,3,5
Cc1ccc(C)c(N2CCN(C(=O)Cn3c(=O)[nH]c4ccsc4c3=O)CC2)c1,-0.8,-2,-1.4,2,-0.3,-0.8,2,1.6,-0.1,3,4
O=C(Nc1cccc(F)c1)C1CC(=O)N(c2ccc(Cl)cc2)C1 (configuration not stated),-1.3,-1,-0.4,-3,0.7,0.2,-10,1.0,0.6,-2,10
COc1ccc(NC(=O)N(C)C[C@H]2Oc3c(NS(=O)(=O)c4cn(C)cn4)cccc3C(=O)N([C@H](C)CO)C[C@@H]2C)cc1,-1.0,1,0.8,-5,1.9,0.2,1,-0.9,0.4,-1,-4
COc1ccc(C(=O)N/N=C/c2ccc(OC)c(CSc3ccccn3)c2)cc1,-1.9,-2,-2.0,4,-0.8,3.3,-9,-0.4,0.4,5,0
Nc1c2nc(-c3ccccc3Cl)[nH]c(=O)c2nc(=O)n1-c1ccccc1,-0.6,2,0.2,1,0.7,3.5,-5,5.8,1.2,-4,-40
CC/C(=C\C(=O)c1ccncc1)Nc1ccc(Br)cc1,-0.5,0,-1.6,2,-0.6,0.4,-4,2.8,-0.4,6,1
CCN1CCN(S(=O)(=O)c2cc(OC)c(Cl)cc2OC)CC1,-1.0,2,-0.3,-4,1.0,4.9,-3,-1.6,0.5,-3,11
O=[N+]([O-])c1ccc(Cl)c(S(=O)(=O)Nc2cccc(-c3ccc(N4CCCC4)nn3)c2)c1,-0.7,-7,1.7,-1,2.2,4.2,-23,3.1,1.4,-2,1
Cc1ccc(C(=O)NCCN2C3=NC[C@H](C(C)C)N3C[C@H]2Cc2ccc(O)cc2)cc1Br,-1.4,-1,-0.8,1,-0.1,0.9,-7,-5.2,1.8,-9,-3
NS(=O)(=O)c1ccc(N=NN2CCCCC2)cc1,-0.4,3,0.8,3,1.0,5.5,-3,2.9,1.3,3,-4
CCCC(=O)Nc1ccc(C(=O)Nc2ccc([N+](=O)[O-])cc2OC)cc1,-1.4,-3,0.7,2,0.0,-2.9,0,1.6,0.1,-3,-5
CCC(NC(=O)CCCN1C(=O)COc2ccc(C)cc21)c1ccccc1 (configuration not stated),-1.9,-3,-2.4,-6,-1.2,-4.9,0,nt,nt,-3,-2
Cc1[nH]c2ccccc2c1SCCNC(=O)c1ccc(S(=O)(=O)N2CCCC2)cc1,-1.2,-3,0.7,-2,-0.7,-0.6,-21,-4.2,0.2,-1,4
Cc1ccc(NC(=O)C2CC(=O)Nc3ncnn32)c(C)c1 (configuration not stated),-0.8,1,-1.2,2,0.3,0.3,11,2.7,3.6,-3,5
Cc1ccc(CNCC(O)(c2ccc(F)cc2)c2ccc(F)cc2)cc1,-1.5,-33,-0.3,-5,-1.2,-0.3,-3,-5.2,1.2,-25,14
